GST TR-FRET counter: biotin-GST/anti-GST TR-FRET signal inhibitors, dose response, artefact control for Vif-APOBEC3G degradation inhibitor project, biochemical (AID 1117362); TR-FRET counter screen, biotin-GST/anti-GST signal; IC50 in µM for hits, for the others inhibition, % at the top dose, mostly 100 µM; 2.8% of 3,600 active;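 active means inhibition above 30% at one or more concentrations, seen consistently on every test date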;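 further: biotinylated GST protein used in place of GST-Vif 1-94 and biotin-A3G peptide; detects fluorescence quenchers or blockers of GST binding to anti-GST antibody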
Starred values were filed as active, the others as inactive. An excerpt. The share of hits here may be higher or lower than overall.

SMILES	GST TR-FRET counter
CC1OC(CC(=O)O)CC2=C1C(=O)c1c(O)cccc1C2=O (stereo unspecified)	-0.2%

Compound activity as filed in PubChem BioAssay.
